GalR3 antag: GalR3 antagonists in HEK293 cells, primary screen, cell-based, fluorescence readout | inhibition, % at 3 µM | Galanin receptor type 3 (Homo sapiens), O60755 | HEK293 GalR3-CNG cAMP membrane potential fluorescence; galR3 body fused to GalR1 C-terminus | AID 651719, 2012 | 360,000 compounds, 0.44% hits;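 active = inhibition above the screen-wide average plus 3 SD, cut at about 13% in these data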;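 also: forskolin and galanin both at EC90 stimulate the cells; cAMP rise reported by CNG channel membrane potential dye signal; 0% = forskolin plus galanin with DMSO and 100% = forskolin alone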
Target sequence (O60755 1-299 limits assumed): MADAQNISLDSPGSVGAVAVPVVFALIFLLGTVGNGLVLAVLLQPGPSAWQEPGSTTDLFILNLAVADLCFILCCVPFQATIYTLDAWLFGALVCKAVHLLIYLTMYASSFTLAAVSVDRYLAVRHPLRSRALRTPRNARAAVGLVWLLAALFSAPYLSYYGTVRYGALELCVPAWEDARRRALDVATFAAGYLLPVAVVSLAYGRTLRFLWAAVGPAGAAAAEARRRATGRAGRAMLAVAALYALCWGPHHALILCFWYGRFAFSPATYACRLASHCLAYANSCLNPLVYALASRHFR
* hit, by the source's call. A portion of the library, so the mix of outcomes need not match the whole.

GalR3 antag | SMILES
-8 | OC1CCC(Nc2ccn3nc(-c4cccc(Cl)c4)cc3n2)CC1 (stereo not drawn)
-6 | COC(=O)[C@]12C[C@H](CC(=O)N3CCN(C(=O)C4CC4)CC3)C(=O)N(Cc3ccc4c(c3)OCO4)C1=C[C@H](C(C)(C)C)O[C@@H]2C
-6 | Cc1ccc(C(O)c2ncc(-c3ccccc3C)[nH]2)cc1F (stereo not drawn)
-4 | O=C(Nc1oc2ccccc2c(=O)c1-c1ccc2c(c1)OCO2)c1ccco1
-7 | O=C(Nc1cc(S(=O)(=O)N2CCOCC2)ccc1N1CCCC1)c1ccccc1C(F)(F)F
-9 | O=C(OCc1ccccc1F)c1cc(S(=O)(=O)N2CCCCC2)ccc1N1CCOCC1
-6 | C[C@H]1CNCCN1c1ccc(N2CCS(=O)(=O)CC2)c(C#N)c1
-3 | CN1CCN(C(=O)c2cc3c(c(-c4cccc(Br)c4)n2)[C@@H](CCO)N(S(=O)C(C)(C)C)C3)CC1 (stereo partly drawn)
-4 | Cc1cccc(CNC(=O)Nc2nnc([C@@H]3C[C@H](O)[C@@H](CO)O3)s2)c1
0 | COc1cccc(CNC(=O)[C@@H]2CCCN2C(=O)[C@@H]2CCCN2)c1
-2 | Cc1ccccc1Cn1c(C)c(C(=O)NCCC#N)sc1=O
-8 | O=C(/C=C(\Nc1cccc(OC(F)F)c1)c1ccccc1)c1ccccc1
-3 | CN(C)CCC(C(=O)c1ccccc1)c1ccncc1 (stereo not drawn)
-7 | CC[C@H](C)[C@H]1CNC(=S)N1CC1CCN(CC)CC1
-5 | Cc1cccc(C)c1NC(=O)c1csc([C@H]2C[C@H](O)[C@@H](CO)O2)n1
-4 | CC(=O)Oc1ccc(-c2csc(Nc3ccccn3)n2)cc1
-5 | CCCCCCCCCCCCCC(=O)NO
-6 | CCOC1=C2[C@@H](CN(S(=O)(=O)c3ccccc3)[C@H]2c2ccccc2)[C@H]2C(=O)N(c3ccccc3)C(=O)[C@H]2C1
-6 | Cc1ccc(C(=O)NCC(=O)NCC(c2ccco2)N2CCCCC2)cc1C (stereo not drawn)
-3 | CCCN1Cc2cccc(C(=O)Nc3ccc(OC)c(OC)c3)c2C1=O
-3 | O=C1NC[C@@H](CCCCN2C[C@H](Cc3ccc(O)cc3)N(CC3CCCCC3)C(=O)C2=O)N(CCC2CCCCC2)C1=O
-4 | CCc1nc2c(OCCn3cccc3)cccn2c1N(C)C(=O)C1CC1
-8 | CC(=O)N1CCN(Cc2cc(=O)oc3ccc4ccccc4c23)CC1
-5 | O=C(COC(=O)c1cccc(Cl)c1Cl)NC1CCCCCC1
-7 | CC1=C(C(=O)N(C(C)C)C(C)C)CC(CC(=O)NCCCN(C)C)C(=O)N1Cc1ccccc1 (stereo not drawn)

3 compounds already listed, ordered by their value in GalR3 antag, low to high:
Structure	GalR3 antag
Cc1ccc(C(=O)NCC(=O)NCC(c2ccco2)N2CCCCC2)cc1C (stereo not drawn)	-6
O=C(Nc1oc2ccccc2c(=O)c1-c1ccc2c(c1)OCO2)c1ccco1	-4
Cc1ccccc1Cn1c(C)c(C(=O)NCCC#N)sc1=O	-2

(cont.)
GalR3 antag | SMILES
-8 | CCCCN1C(=O)C(CC(=O)NC2CCCC2)CC(C(=O)N(C(C)C)C(C)C)=C1C (stereo not drawn)
-6 | COCCNC(=O)C1(C)CCCN(C(=O)c2c(F)ccc(C)c2F)C1 (stereo not drawn)
5 | Cc1ccc(CC2(c3ccccc3)NC(=O)NC2=O)cc1 (stereo not drawn)
-3 | O=C(Oc1ccc(Br)cc1)C1CCN(C2=NS(=O)(=O)c3ccccc32)CC1
-3 | CCCc1c(Cc2cccc(F)c2)ncn1Cc1cccc(-c2ccccc2)c1
-5 | CCOC(=O)[C@]12CCC=C1N(Cc1cccc3ccccc13)C(=O)[C@H](CC(=O)N1CCN(C(=O)C3CC3)CC1)C2
0 | C[C@H](NC(=O)C1CCN(S(=O)(=O)c2ccccc2)CC1)C(=O)NCc1ccncc1
-5 | COC(=O)[C@@H](Cc1ccccc1)NC(=O)[C@H]1O[C@@H](n2cnc3c(=O)[nH]c(N)nc32)[C@H](O)[C@@H]1O
2 | O=C(NCc1cccc(F)c1)Nc1nnc([C@@H]2C[C@H](O)[C@@H](CO)O2)s1
-6 | COc1ccc(CCN2CCC(CN3C(=S)NC[C@@H]3Cc3ccccc3)CC2)cc1OC
-7 | COc1ccccc1Cc1c(C(C)(C)C)nc2ccc(C)cn12
-8 | Cc1ccc(S(=O)(=O)N2CCN(C(=O)COC(=O)CCOc3cc(C)ccc3C)CC2)c(C)c1
-4 | COc1ccc2[nH]cc(CCNC(=O)CC[C@H]3O[C@@H](n4cc(C)c(=O)[nH]c4=O)C[C@@H]3O)c2c1
-4 | CCOC(=O)C(c1nc2ccccc2[nH]1)n1c(-c2ccccn2)nc2ccccc21 (stereo not drawn)
-1 | CCCOc1ccccc1NC(=O)/C=C/c1ccc(OC)c(S(=O)(=O)N2CCOCC2)c1
-6 | CCCCCNc1ncnc2c(C)[nH]nc12
-6 | Cc1ccc(Nc2nc(N)nc(COC(=O)c3ccc(Br)o3)n2)cc1
-5 | COc1ccccc1CNC(=O)COc1cc(O)c2c(c1)OC(C)(C)CC2=O
-4 | Cc1ccc(S(=O)(=O)N2CC(CO)=CCC2c2ccccc2)cc1 (stereo not drawn)
-3 | CCCCCCCCN1C(=O)[C@@H](CC(=O)N2CCN(C(=O)c3ccco3)CC2)C[C@@]2(C(=O)OC)C1=C[C@H](C1CCCC1)O[C@@H]2C
-6 | CC(C)[C@H](NC(=O)c1ccc(Cl)c(Cl)c1)C(=O)N1CCC[C@H]1C(=O)NCCc1ccccc1Cl
-6 | Cc1onc(-c2ccccc2)c1C(=O)OCC(=O)c1ccc(F)cc1
-6 | CC(C)C[C@@H](COCc1ccc(C(F)(F)F)cc1)N1CCN(C(=O)c2ccc(C(F)(F)F)cc2)CCC1=O
-6 | COc1cccc(C(=Cc2ccc([N+](=O)[O-])cc2)C(=O)O)c1
-8 | O=C(Nc1cccc(OC(F)(F)F)c1)C1Cc2c(-c3ccc4c(c3)OCO4)ccnc2O1 (stereo not drawn)

Pulled one by one from above (5):
GalR3 antag | SMILES
-5 | COc1ccccc1CNC(=O)COc1cc(O)c2c(c1)OC(C)(C)CC2=O
-3 | CCCc1c(Cc2cccc(F)c2)ncn1Cc1cccc(-c2ccccc2)c1
-6 | CC(C)[C@H](NC(=O)c1ccc(Cl)c(Cl)c1)C(=O)N1CCC[C@H]1C(=O)NCCc1ccccc1Cl
-6 | COCCNC(=O)C1(C)CCCN(C(=O)c2c(F)ccc(C)c2F)C1 (stereo not drawn)
-6 | Cc1ccc(Nc2nc(N)nc(COC(=O)c3ccc(Br)o3)n2)cc1

Additional structures
GalR3 antag | SMILES
-2 | COc1ccc(NC(=O)C(C2CC2)n2c(=O)c(-c3ccco3)nc3ccccc32)cc1 (stereo not drawn)
-7 | COc1cc(CNc2ncnc3c2ncn3[C@H]2CN(Cc3cccc4ccccc34)C[C@@H](CO)O2)cc(OC)c1OC
-7 | COC(=O)C[C@@H]1CC[C@@H](NC(=O)NC2CCCC2)[C@@H](CO)O1
-7 | OC(c1ccc(F)cc1)c1ncc(-c2ccccc2F)[nH]1 (stereo not drawn)
-5 | CCOC(=O)[C@]12CCCC=C1N(Cc1ccccc1)C(=O)[C@H](CC(=O)NCc1cccs1)C2
-5 | N#Cc1cccc(C(=O)C(=O)N2CCN(C(=O)OCc3ccccc3)CC2)c1
-5 | CCCS(=O)(=O)NC(=O)C1(C)CCCN(C(=O)c2ccc(C(F)(F)F)nc2C)C1 (stereo not drawn)
-1 | Nc1ccccc1C(=O)NN=Cc1cccnc1
-2 | Cc1nc(NCCCN2CCOCC2)c2cnn(-c3ccccc3)c2n1
-4 | COC(=O)CCC(C)C1CCC2C3C(OC(C)=O)CC4CC(O)CCC4(C)C3CC(O)C12C (stereo not drawn)
-12 | O=C1C(=O)c2cccnc2-c2ncccc21
-6 | O=c1c2ccccc2nc2n1CCc1ccc(Br)cc1-2
2 | CCCNC(=O)C1(C)CCN(C(=O)c2cc(C(C)(C)C)nn2C)C1 (stereo not drawn)
-6 | CC1(C)CC(=O)C=C(c2ccc(-c3ccc(S(C)(=O)=O)cc3)cc2)C1=O
-4 | CC(=O)C1=C(C)N(Cc2ccc(Cl)cc2)C(=S)NC1c1ccc(Cl)cc1 (stereo not drawn)
-5 | O=C(NCc1ccccc1)c1cc(C2COCCN2C(=O)CCc2ccccc2)on1 (stereo not drawn)
-8 | Cc1ccc(S(=O)(=O)NOCc2ccccc2)cc1
-8 | C=CCNc1ccc2c(c1)OC[C@@H](CC(C)C)NS2(=O)=O
3 | CN(C)c1nc2c(N)ncnc2n1C1OC(CO)C(O)C1O (stereo not drawn)
-7 | COc1ccc2c(c1)c([C@@H]1[C@H](C)[C@H]3CCCC[C@H]3CN1S(=O)(=O)c1ccc(C)cc1)cn2C
-8 | COc1cccc(NC(=O)CN(C)C(=O)/C=C/c2ccc(S(=O)(=O)N3CCCCCC3)cc2)c1
-3 | COc1ccc(S(=O)(=O)N(C)C[C@@H]2OCc3cnnn3CCCC(=O)N([C@H](C)CO)C[C@H]2C)cc1
-1 | CCCc1c(-c2cccc(Cl)c2)ncn1Cc1ccccc1OC
-7 | CCC(CC)C(=O)N(C)c1c(C)nc2c(OCC(=O)C(C)(C)C)cccn12
-7 | CCOC(=O)[C@]12CCC=C1N(Cc1ccccc1)C(=O)[C@H](CC(=O)NCc1cccc(C(F)(F)F)c1)C2

In the list so far, these have a furan ring, fused or not:
GalR3 antag | SMILES
-4 | O=C(Nc1oc2ccccc2c(=O)c1-c1ccc2c(c1)OCO2)c1ccco1
-6 | Cc1ccc(C(=O)NCC(=O)NCC(c2ccco2)N2CCCCC2)cc1C (stereo not drawn)
-6 | Cc1ccc(Nc2nc(N)nc(COC(=O)c3ccc(Br)o3)n2)cc1
-3 | CCCCCCCCN1C(=O)[C@@H](CC(=O)N2CCN(C(=O)c3ccco3)CC2)C[C@@]2(C(=O)OC)C1=C[C@H](C1CCCC1)O[C@@H]2C
-2 | COc1ccc(NC(=O)C(C2CC2)n2c(=O)c(-c3ccco3)nc3ccccc32)cc1 (stereo not drawn)

New compounds follow.
GalR3 antag | SMILES
-5 | O=S1(=O)N[C@@H](Cc2ccccc2)COc2cccc(N3CCCCC3)c21
-2 | O=C(Cc1ccc2c(c1)OCCO2)Nc1cc(Cl)ccc1N1CCOCC1
1 | COc1cccc(S(=O)(=O)N(C)C[C@H]2Oc3ncc(Br)cc3C(=O)N([C@H](C)CO)C[C@H]2C)c1
-5 | CC(=NNC(=S)Nc1ccccc1)c1ccccn1
-7 | CCCCOCCCNC(=O)C[C@@H]1C[C@@]2(C(=O)OCC)CCCC=C2N(Cc2ccc(Cl)cc2Cl)C1=O
1 | OC[C@@H]1CN(Cc2ccc3c(c2)OCO3)C[C@H](n2cnc3c(N4CCCC4)ncnc32)O1
-6 | Nc1ncnc2c1cnn2C1CC(O)C(CO)O1 (stereo not drawn)
-2 | CC(C)C(N)c1csc(NC(=O)Nc2cccc(Cl)c2)n1 (stereo not drawn)
-6 | C[C@H](NC(=O)c1nc[nH]c1C(=O)NC[C@@H](C)O)c1ccccc1
-9 | Cc1cccc(C(=O)N2CCC(=O)N([C@H](COCc3ccc(Cl)cc3)Cc3ccccc3)CC2)c1
-7 | CCN(CC)C(=O)c1cccc(-c2csc(C(O)c3ccc(F)c(F)c3)n2)c1 (stereo not drawn)
-8 | COC(=O)C1=C(C)N(Cc2ccccc2C(F)(F)F)C(=NCc2cccc(C(F)(F)F)c2)NC1c1cccc(Cl)c1 (stereo not drawn)
-4 | Cc1cccc(N2CCN(C(=O)c3[nH]c(C(F)(F)F)nc3-c3ccccc3)CC2)c1C
-4 | COc1cccc(C(=O)C(CCC#N)c2ccccc2)c1 (stereo not drawn)
14* | CCOC(=O)c1ccc(NC(=O)Nc2nncs2)cc1
-2 | CCOc1ccccc1C(=O)OCC(=O)Nc1cccc(S(=O)(=O)NC2=NCCCCC2)c1
-5 | COc1ccc(NC(=O)N(C)[C@H]2C[C@H]3c4[nH]c5ccc(-c6ccc7c(c6)OCO7)cc5c4CCN3C[C@H]2[C@H](C)O)cc1
-5 | CC1(C(=O)Nc2cccc(Oc3ccccc3)c2)CCN1Cc1ccccc1Cl (stereo not drawn)
-5 | CCOC(=O)[C@]12CCCC=C1N(Cc1ccco1)C(=O)[C@H](CC(=O)NCC13CC4CC(CC(C4)C1)C3)C2
-4 | C=CCN(c1ccc(OC)cc1)S(=O)(=O)c1ccc(Cl)c(C(=O)OCC(=O)c2c(N)n(C)c(=O)n(C)c2=O)c1
